Tau fluor counter = counter-screen for tau fibril formation inhibitors | Potency, µM (titrated, usually from 57.7 µM), without a hit: at the highest dose activity change, negative = decrease | tau K18 P301L Alexa594 fluorescence, heparin fibrillization | 280,000 compounds, 0.93% hits; also: % is scaled to controls: 0 for no effect and ±100 for the full control effect; nearly all actives have a fitted effect of over 55% in size
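Human tau K18 P301L (15 uM unlabeled, 0.24 uM Alexa 594-labeled) in 100 mM sodium acetate pH 7 with 20 uM heparin, 6 hr at 37 C. ThT 30 uM added, 1 hr ambient; Alexa 594 FP and total fluorescence read at 555/632 nm.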
GAA inhib = alpha-glucosidase (human) inhibition; Potency, µM (top dose mostly 76.9 µM), without a hit: at the top dose activity change, negative = inhibition, actives largely listed as inhibitors; purified human GAA, 4-MU-alpha-glucoside fluorescence; P10253; 200,000 compounds, 0.005% hits;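 also: plate controls were uninhibited enzyme wells for no effect and no-enzyme background for full effect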
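Compounds are titrated up to 77 uM against 4 nM human enzyme. Substrate 4-methylumbelliferyl-alpha-D-pyranoside (400 uM) reacts 20 min at room temperature in pH 5.0 buffer; liberated 4-methylumbelliferone is read at 440 nm.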
aGal spleen mod = inhibitors or activators of human alpha-galactosidase in spleen homogenate. P06280. 240,000 compounds, 0.008% hits. human spleen homogenate, 4MU-alpha-Gal fluorescence, 40 min. Potency, µM (titrated, usually from 80 µM), without a hit: top-dose activity change, negative = inhibition, hits mostly inhibitors;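 also: 0% = enzyme with vehicle and -100% = no enzyme basal signal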
Target sequence (P06280 32-429 limits assumed): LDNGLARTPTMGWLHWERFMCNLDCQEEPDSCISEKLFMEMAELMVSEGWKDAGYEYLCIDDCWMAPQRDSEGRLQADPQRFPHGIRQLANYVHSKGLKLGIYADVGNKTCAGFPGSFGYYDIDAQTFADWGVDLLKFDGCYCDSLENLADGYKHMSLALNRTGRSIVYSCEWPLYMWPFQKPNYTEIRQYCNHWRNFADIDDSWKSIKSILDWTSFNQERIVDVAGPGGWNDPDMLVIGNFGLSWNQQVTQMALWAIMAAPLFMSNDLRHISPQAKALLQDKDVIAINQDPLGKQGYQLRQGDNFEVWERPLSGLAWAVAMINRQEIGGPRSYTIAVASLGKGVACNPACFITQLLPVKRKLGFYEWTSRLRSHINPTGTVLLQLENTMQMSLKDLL
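Human spleen homogenate (1 ug) as enzyme source, 4-methylumbelliferyl-alpha-D-galactopyranoside 1 mM final, citrate/phosphate pH 5.0 with 0.01% Tween-20. Compounds 40 min at 37C, NaOH/glycine stop; fluorescence Ex 365/Em 440, Hill-fit AC50.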
GAA glycogen = alters human alpha-glucosidase cleavage of glycogen | 300,000 compounds, 0.38% hits | Potency, µM (titrated, usually from 76.4 µM), inactives show at the highest dose activity change, negative = inhibition, most hits filed as inhibitors | P10253 | recombinant GAA, glycogen substrate, Amplex Red glucose oxidase fluorescence;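 also: 0% = full enzyme reaction and -100% = no-enzyme basal signal; the screen sought inhibitors and activators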
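Recombinant human enzyme (4 nM); glycogen substrate; 37 C, 40 min, pH 5.0. Readout: coupled glucose oxidase/Amplex Red fluorescence.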
Tau FP inhib = inhibitors of human tau fibril formation | P10636 | Potency, µM (highest dose often 57.7 µM), inactives show at the top dose activity, negative = inhibition, actives largely listed as inhibitors | 280,000 compounds, 0.39% hits | AID 1468 | K18 P301L tau heparin fibrillization, Alexa594 FP, 6 h; also: % is scaled to controls: 0 for no effect and ±100 for the full control effect; nearly all actives have a fitted effect of over 55% in size
Target sequence (P10636 561-689 P618L limits assumed): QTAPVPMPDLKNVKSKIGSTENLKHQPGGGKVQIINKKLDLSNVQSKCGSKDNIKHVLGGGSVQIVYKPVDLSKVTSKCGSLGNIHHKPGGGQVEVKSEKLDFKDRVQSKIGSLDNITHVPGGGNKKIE
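Steps: dispense K18 P301L tau (15 uM plus 0.24 uM Alexa 594 tracer, final) in pH 7 sodium acetate; add compound; add heparin (20 uM final); incubate 6 hr, 37 C; add ThT (30 uM final); after 1 hr ambient, read FP.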
Tau fibril ThT = inhibitors of human tau fibril formation, thioflavin T binding. Potency, µM (top dose mostly 57.4 µM), inactives show at the highest dose activity, negative = inhibition, actives largely listed as inhibitors. 270,000 compounds, 2.1% hits. recombinant tau K18 P301L, heparin-induced fibrillization, ThT fluorescence. P10636; also: % is scaled to controls: 0 for no effect and ±100 for the full control effect; nearly all actives have a fitted effect of over 55% in size
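Using a mix of unlabeled (15 uM) and Alexa 594-labeled (0.24 uM) tau K18 P301L, heparin-triggered fibrillization over 6 hr at 37 C was scored by ThT fluorescence.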
GAA spleen mod = inhibitors or activators of human alpha-glucosidase in spleen homogenate. Potency, µM (titrated, usually from 79.9 µM), for the others: top-dose activity change, negative = inhibition, most hits filed as inhibitors. human spleen homogenate, 4-MU-alpha-glucoside fluorescence. 240,000 compounds, 0.006% hits. AID 2112. P10253;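 also: 0% = enzyme with vehicle and -100% = no enzyme basal signal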
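Human spleen homogenate (1 ug) with 4-methylumbelliferyl-alpha-D-glucopyranoside (1 mM final) in 50 mM citrate/phosphate pH 5.0, 0.01% Tween-20; 40 min at 37 C. Stopped at pH 10; 4-MU fluorescence Ex 365/Em 440 nm; AC50 by Hill fit.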
HTT ATP protect = protects HTT-Q103 PC12 cells, measured by ATP; PC12 HTT-Q103 induced, cytoprotection, ATP luminescence, 40 h; Potency, µM (highest dose often 56.4 µM), for inactives: cytoprotection (ATP increase), most hits filed as activators; 230,000 compounds, 0.14% hits; AID 1471;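 also: % of control where 0% means no effect; nearly all actives have a fitted effect of over 45% in size; toxic huntingtin expression switched on by the ecdysone agonist tebufenozide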
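Quantitative HTS on tebufenozide-induced (100 nM) PC12 cells expressing HTTQ103 exon 1–GFP; compounds tested as a concentration series; survival measured via cellular ATP.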
An asterisk follows results filed as active; ? = inconclusive; . = no result given; [ ] = another dose, or the depositor's remark. Calls follow the shape of the dose curve; as a rule, active = well fitted curve in the direction sought with a large enough effect; inconclusive = small, poorly fitted or top-dose-only effect, or another doubt; inactive = no such curve, though single readings can be large; an effect the other way counts as inactive or inconclusive. Potency is read from the fitted curve at half-maximal effect.

Start of the listing, in advance:
SMILES	Tau fluor counter	GAA inhib	aGal spleen mod	GAA glycogen	Tau FP inhib	Tau fibril ThT	GAA spleen mod	HTT ATP protect
CC(=O)c1c(C)oc2ccc(NS(=O)(=O)c3cccs3)cc12	-10%	0%	-2%	8%	3%	-3%	8%	28%[10 µM]
CC1CCc2c(sc(NC(=O)c3cc(-c4cccc(Cl)c4)on3)c2C(N)=O)C1 (stereo unspecified)	2%	.	.	13%[76.3 µM]	1%	?	.	.
O=C(N=Nc1c(O)[nH]c2ccc(Br)cc12)c1ccccc1-n1cccc1	14µM*[quencher]	-3%	4%	-6%	?	?	0%	-76%[inhibitor]
O=C(CNc1ccc(Br)cc1)c1ccc(O)cc1	?	0%	1%	7%	7%	?	-16%	-27%
CCOC(=O)N1CCC2(CC1)NCCc1c2[nH]c2ccccc12	-14%	.	9%	1%	-4%	.	1%	-7%[10 µM]
C#Cc1ccc([C@@H]2C=C(C(=O)N3CCOCC3)O[C@H](OCCCCO)C2)cc1	1%	.	5%	-11%	7%	-12%	-5%	3%[10 µM]
CCOC(=O)c1sc2c(c1C)C(c1cccs1)C1=C(CCCC1=O)N2 (stereo unspecified)	?	?	?	-5%	?	-13%	25%	-10%[10 µM]
CC(=O)c1ccc(NC(=S)NC2CCCC(C)C2C)cc1 (stereo unspecified)	-22%	2%	6%	-28%	-4%	6%	-4%	.
O=C(COc1ccccc1[N+](=O)[O-])N/N=C/c1ccc(O)cc1	-9%	-5%	-13%	4%	-1%	?	-13%	.
Cc1ccc(C(=O)NC2CC3CCCC(C2)N3C(=O)NC2CCCCC2)cc1 (stereo unspecified)	4%	0%	-2%	4%	-1%	-3%	2%	23%[10 µM]
COc1ccc(C(=O)NC2CCSC2=O)cc1 (stereo unspecified)	-3%	-1%	-8%	2%	4%	-3%	3%	10%[10 µM]

All compounds of this part (from the top)
SMILES	Tau fluor counter	GAA inhib	aGal spleen mod	GAA glycogen	Tau FP inhib	Tau fibril ThT	GAA spleen mod	HTT ATP protect
CC(=O)c1c(C)oc2ccc(NS(=O)(=O)c3cccs3)cc12	-10%	0%	-2%	8%	3%	-3%	8%	28%[10 µM]
CC1CCc2c(sc(NC(=O)c3cc(-c4cccc(Cl)c4)on3)c2C(N)=O)C1 (stereo unspecified)	2%	.	.	13%[76.3 µM]	1%	?	.	.
O=C(N=Nc1c(O)[nH]c2ccc(Br)cc12)c1ccccc1-n1cccc1	14µM*[quencher]	-3%	4%	-6%	?	?	0%	-76%[inhibitor]
O=C(CNc1ccc(Br)cc1)c1ccc(O)cc1	?	0%	1%	7%	7%	?	-16%	-27%
CCOC(=O)N1CCC2(CC1)NCCc1c2[nH]c2ccccc12	-14%	.	9%	1%	-4%	.	1%	-7%[10 µM]
C#Cc1ccc([C@@H]2C=C(C(=O)N3CCOCC3)O[C@H](OCCCCO)C2)cc1	1%	.	5%	-11%	7%	-12%	-5%	3%[10 µM]
CCOC(=O)c1sc2c(c1C)C(c1cccs1)C1=C(CCCC1=O)N2 (stereo unspecified)	?	?	?	-5%	?	-13%	25%	-10%[10 µM]
CC(=O)c1ccc(NC(=S)NC2CCCC(C)C2C)cc1 (stereo unspecified)	-22%	2%	6%	-28%	-4%	6%	-4%	.
O=C(COc1ccccc1[N+](=O)[O-])N/N=C/c1ccc(O)cc1	-9%	-5%	-13%	4%	-1%	?	-13%	.
Cc1ccc(C(=O)NC2CC3CCCC(C2)N3C(=O)NC2CCCCC2)cc1 (stereo unspecified)	4%	0%	-2%	4%	-1%	-3%	2%	23%[10 µM]
COc1ccc(C(=O)NC2CCSC2=O)cc1 (stereo unspecified)	-3%	-1%	-8%	2%	4%	-3%	3%	10%[10 µM]
CN1CCc2c(sc3c2C(=O)NC(c2cccc(OC(=O)c4cccs4)c2)N3)C1 (stereo unspecified)	-15%	10%	30%	?	-2%	?	0%	-14%
CC(Sc1nnc2ccccn12)C(=O)Nc1ccc(Cl)cn1 (stereo unspecified)	-5%	3%	-3%	4%	7%	-9%	-4%	16%
Clc1ccccc1-c1nc2ccccc2[nH]1	-2%	1%[15.4 µM]	0%	-5%	9%	-5%	9%	-31%[10 µM]
Cc1ccc(-n2ncc(C#N)c2/N=C/N2CCCCCC2)cc1	-6%	-1%	-1%	-1%	4%	-1%	-7%	-29%
CN1CCN(C(=O)c2sc(=S)n(-c3ccccc3)c2N)CC1	-15%	-2%	-14%	-9%	?	?	-16%	1%[10 µM]
C=CCOc1ccc(NC(=O)C(=O)NCCCn2ccnc2)cc1	3%	-4%	4%	1%	-2%	6%	-3%	8%
Cc1cc(O)c(C(=O)/C=C/c2cccc([N+](=O)[O-])c2)c(=O)o1	-17%	.	-15%	-3%	-2%	?	-1%	9%[10 µM]
COc1ccc(S(=O)(=O)NNC(=O)c2csc(-n3nc(C)cc3C(F)(F)F)n2)cc1OC	-8%	-2%	7%	-14%	-7%	-6%	-3%	-11%
CCN1CCOC(=O)C1CC(=O)Nc1cc(Cl)ccc1OC (stereo unspecified)	-13%	.	.	3%[76.3 µM]	-11%	?	.	.
CCn1nnc(NC(=O)c2cc3ccccc3o2)n1	5%	-5%	1%	-1%	5%	10%	2%	-6%
CN1C(=O)/C(=N/OC(=O)c2ccccc2)c2ccccc21	1%	4%	-5%	2%	14%	-15%	-18%	10%
CCn1c(SCC(=O)N2CC(=O)Nc3ccccc32)nnc1-c1ccoc1C	2%	-1%	-3%	8%	2%	-5%	-4%	-5%
CCCOC(=O)c1ccc(NC(=O)c2ccccc2[N+](=O)[O-])cc1	-29%	-2%	?	-15%	-7%	-14%	-8%	16%[10 µM]
O=C(N/N=C/c1cccnc1)NC12CC3CC(CC(C3)C1)C2	-8%	-9%[15.4 µM]	7%	3%	7%	-8%	4%	-20%[10 µM]

Following part.
SMILES	Tau fluor counter	GAA inhib	aGal spleen mod	GAA glycogen	Tau FP inhib	Tau fibril ThT	GAA spleen mod	HTT ATP protect
COc1ccccc1OCCN1CSC(=S)N(C)C1	-7%	-7%	-5%	10%	0%	-13%	-2%	.
Fc1ccc(-c2nc3ccccc3c3nc4ccccc4n23)cc1	-7%	7%	7%	1%	-4%	-3%	7%	8%[10 µM]
N#CC1=C(N)Nc2nc3ccccc3n2C1c1ccc(F)cc1 (stereo unspecified)	-10%	6%	1%	?	-8%	-15%	2%	-93%[inhibitor][10 µM]
COc1ccc(OCC(=O)NNC(=O)CCc2ccccc2)cc1	7%	?	-5%	16%	-2%	10%	-8%	-19%[10 µM]
CCOc1ccccc1NC(=O)C(C)Sc1nc(-c2ccccc2)c(C#N)c(=O)[nH]1 (stereo unspecified)	-15%	.	.	-1%[76.3 µM]	-4%	-10%	.	.
CCOC(=O)CC(=O)CSc1ncnc2c1nnn2-c1ccc(F)cc1	-21%	-1%	-3%	?	?	?	.	-2%
CC1=CC(=C(C#N)C#N)C=C(C)N1CCN1CCNCC1	4%	1%	-1%	3%	-3%	-2%	2%	-27%
Cc1c(C#N)c2ccccc2n1CC(=O)NCc1cccnc1	-5%	-2%	-5%	-3%	-2%	-3%	-4%	-18%[10 µM]
CCOc1ccc(CCNC(=O)c2ccc(Nc3nc4ccccc4n4nnnc34)cc2)cc1OCC	-22%	.	.	-1%[76.3 µM]	-10%	?	.	.
CCCCCCCCN=C1NC(=O)CS1	-12%	-5%	13%	-6%	0%	-14%	0%	-21%
Cc1cc(C(=O)N/N=C/c2cc([N+](=O)[O-])ccc2O)c2ccccc2n1	4%	-4%	-2%	7%	7%	?	-7%	32%[10 µM]
COc1ccc(/C=C/C(=O)Nc2sc3c(c2C(N)=O)CCC(C)C3)cc1OC (stereo unspecified)	-20%	.	.	-3%[76.3 µM]	0%	?	.	.
CN(C)S(=O)(=O)c1ccc(NC(=O)COC(=O)Cn2[nH]c(=O)c3ccccc3c2=O)cc1	-11%	-15%	3%	1%	-4%	7%	-3%	14%[10 µM]
CCCCn1cnc2c(cnn2-c2ccc(F)cc2)c1=O	-3%	2%	-12%	-6%	-6%	-11%	-10%	-68%[inhibitor]
NC(=O)c1cccnc1Nc1ccccc1Cl	-5%	-1%	-1%	7%	-3%	-3%	-3%	.
COc1cc(-c2nc(-c3cccnc3)no2)cc(OC)c1OC	3%	0%	0%	-4%	0%	-6%	1%	16%[0.074 µM]
Cc1ccc(Nc2nc(N)nc(CN3CCN(c4ccccc4F)CC3)n2)cc1	-25%	-10%	2%	3%	7%	?	-1%	-19%
N#Cc1c(C(F)(F)F)cc(-c2ccccc2)nc1SCC(=O)Nc1sc2c(c1C#N)CCC2	-5%	-12%	10%	7%	2%	-5%	-2%	?
COc1cccc(-c2nccc(NC3CCNCC3)n2)c1	-3%	.	-5%	.	0%	-4%	-5%	29%
CCCCc1c(C)c(C#N)c2[nH]c3ccccc3n2c1=O	-24%	?	23%	6%	8%	-7%	2%	-45%[inhibitor]
COc1ccccc1N1CCN(S(=O)(=O)c2ccc3c4c(cccc24)C(=O)N3C)CC1	-11%	-17%	-3%	-12%	0%	-2%	-11%	-4%[10 µM]
CC(C)c1cc(NCCCN2CCOCC2)n2c(nc3ccccc32)c1C#N	-6%	?	10%	3%	10%	-8%	5%	-27%[10 µM]
N/C(=N\OC(=O)N1CCOCC1)c1ccccc1	1%	15%	7%	2%	0%	-2%	0%	-98%[inhibitor]
CCOC(=O)c1cnn(Cc2ccc(C)cc2)c1N	2%	5%	3%	6%	-1%	-3%	.	-20%
